PostGolgi yeast – growth inhibition of a yeast mutant, post-Golgi transport screen; post-Golgi transport phenotypic cell assay; inhibition, % at 10 µM; 98,000 compounds, 0.9% hits; AID 739;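 further: yeast cells grown in 1536-well plates; yeast grown about 18 h at 30C before absorbance read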
PostGolgi ctrl – yeast control strain growth, post-Golgi counter-screen; AID 738; inhibition, % at 10 µM; 98,000 compounds, 5% hits; efflux-deficient yeast background strain, growth absorbance A615, 16 h
An asterisk follows results filed as active. No stated cut-off is given here; in the data, active means inhibition above about 30%; inactive means the rest.

SMILES	PostGolgi yeast	PostGolgi ctrl
O=C(NC(c1ccccc1)c1ccccc1)N1CCN(CCO)CC1	-4	7
CC(NC(=O)c1ccc2c(c1)OCO2)C1CCCO1 (centres undefined)	3	6
CCC(C(=O)NCCN1CCN(C)CC1)n1c(C)c2cnn(-c3ccccc3)c(=O)c2c1C (centres undefined)	4	2
COc1cccc(-c2nnc3sc(-c4cccs4)nn23)c1	2	8
COc1ccc([C@@H]2[C@H]3CN(C(C)=O)CC=C3C(C#N)=C(N)C2(C#N)C#N)c2ccccc12	3	17
CCOc1ccc(C2CC(c3cccc(OC)c3)n3nc(N)nc3N2)cc1 (centres undefined)	2	19
O=C1NCCCc2c1oc1cc(Br)c(O)c(Br)c21	-4	14
COc1ccc(N2C(=O)CCC(C(=O)Nc3cccc(C)n3)C2c2ccc(OC)c(OC)c2)cc1 (centres undefined)	4	14
COc1ccc2[nH]c(=O)c(-c3noc(-c4ccc(F)cc4)n3)cc2c1	-3	0
O=C(c1c(F)cccc1F)N1CCN(c2cccc(C(F)(F)F)c2)CC1	3	0
Nc1nncn1C(=O)CCCOc1ccc(Cl)cc1Cl	24	3
CCNc1nc(C)c2cc(Br)c(=O)n(CC)c2n1	9	18
CCOc1ccc2[nH]c(=O)c(CN(Cc3ccco3)C(=O)c3ccc(Br)cc3)cc2c1	-2	1
O=C(Nc1ccc(-c2nc3cccnc3s2)cc1)c1ccco1	1	4
O=C(NCc1cn2ccccc2n1)c1ccccc1	-3	10
COC(=O)c1ccc(C(=O)Nc2ccc(N)cc2N)cc1	1	5
O=S(=O)(c1ccccc1)c1ccc(NCc2ccco2)cc1	5	25
CCOc1ccc(C2C(C#N)=C(N)Oc3n[nH]c(C)c32)cc1OC(=O)C1CC1 (centres undefined)	1	-1
Cc1cc(C2C(=O)C(C(=O)c3ccc(Cl)cc3)C(=O)CC2(C)C)on1 (centres undefined)	8	-6
Cc1ccc(-c2cn3c(n2)CCCC3)cc1	0	3
COc1ccc(S(=O)(=O)Cc2ccc(C(=O)N3CCOCC3)o2)cc1	0	-8
Cc1cccc(-c2nnc(NC(=O)c3ccc(Cl)cc3)o2)c1	94*	81*
COc1ccccc1S(=O)(=O)Cc1ccc(C(=O)N2CCN(c3ccc(C)cc3)C(C)C2)o1 (centres undefined)	3	10
O=S1(=O)Nc2c(ccc3cccnc23)-c2ccccc21	85*	72*
CCOc1ccc(C2C(C(=O)OC)=CN(CCOC)C=C2C(=O)OC)cc1	0	11

Four consecutive entries out of the list so far, for reference:
SMILES	PostGolgi yeast	PostGolgi ctrl
Cc1cccc(-c2nnc(NC(=O)c3ccc(Cl)cc3)o2)c1	94*	81*
COc1ccccc1S(=O)(=O)Cc1ccc(C(=O)N2CCN(c3ccc(C)cc3)C(C)C2)o1 (centres undefined)	3	10
O=S1(=O)Nc2c(ccc3cccnc23)-c2ccccc21	85*	72*
CCOc1ccc(C2C(C(=O)OC)=CN(CCOC)C=C2C(=O)OC)cc1	0	11

New compounds follow
SMILES	PostGolgi yeast	PostGolgi ctrl
O=C(Nc1ccccc1)N1CCCC(c2nc(-c3cccs3)no2)C1 (centres undefined)	2	27
Nc1nonc1-c1nc2ccccc2n1CC(=O)NC1CCCC1	4	7
COc1cccc(N2CCN(C(=O)c3cccnc3)CC2)c1	-3	1
CCOc1ccc(Cn2nnc(C(=O)Nc3ccc(OC)cc3OC)c2N)cc1	-19	2
Cc1ccc(C(=O)N2CCN(c3cccc(Cl)c3)CC2)cc1C	0	26
O=C(CSc1nnc(C2COc3ccccc3O2)o1)Nc1nccs1 (centres undefined)	-1	1
COc1ccc(N2CCN(C(=O)c3cc4c(-c5cccc(OC)c5)nn(C)c4s3)CC2)cc1	8	12
Cc1csc2ncc(C(=O)NCc3ccccn3)c(=O)n12	5	7
CCOC(=O)c1c(NC(=O)CN(CC)CC)sc2c1CCN(C(=O)OCC)C2	-3	21
NC(=O)c1c(NC(=O)CSc2nnc(-c3ccco3)n2-c2ccccc2)sc2c1CCC2	-10	8
COc1ncnc2sc(-c3ccccc3)cc12	-2	0
CC(=O)Nc1cccc(NC(=O)c2sc3ncn(CC(=O)N4CCCCC4)c(=O)c3c2C)c1	24	0
Nc1nc2nccc(-c3ccc(Cl)cc3)n2n1	16	13
CC1(C)CC2(CC(C)(C)N1)OC(=O)N1CCc3ccccc3C12C (centres undefined)	-2	3
COC(=O)c1ccc(Nc2cc(C)nc(-c3ccccc3O)n2)cc1	5	-5
CCc1ccc(S(=O)(=O)NCc2cn3ccsc3n2)s1	-7	-2
O=C(CSc1nn(-c2ccc(Cl)cc2)c(=S)s1)N1CCN(C(=O)c2ccco2)CC1	-42	52*
CC(C)c1nnc(NC(=O)Cc2cccs2)s1	5	0
C=CCn1c(CCNC(=O)C(C)(C)C)nc2ccccc21	9	14
Cc1ccc(CSc2nnc(Cn3c(=O)sc4ccccc43)n2C)cc1	0	17
CC(C)(C)NC(=O)CSc1nnc(CN2CCCCCC2=O)n1-c1ccccn1	1	-2
CC(=O)N1c2ccccc2C(=O)C1N1CCCCC1 (centres undefined)	7	10
COC(=O)C1C(=O)c2c([nH]c(C(=O)OCC3CCCO3)c2C)CC1C (centres undefined)	-7	-2
Cc1c(NC(=O)c2cc(-c3ccc4c(c3)OCO4)on2)c(=O)n(-c2ccccc2)n1C	7	2
Cc1c(C(=O)O)cnc2cc(-c3ccc(Cl)cc3)nn12	-8	1

Reformatted bar-delimited: part of the list above.
SMILES | PostGolgi yeast | PostGolgi ctrl
COc1ccc(N2CCN(C(=O)c3cc4c(-c5cccc(OC)c5)nn(C)c4s3)CC2)cc1 | 8 | 12
Cc1csc2ncc(C(=O)NCc3ccccn3)c(=O)n12 | 5 | 7

Laid out differently: four of the compounds above
COc1ccc(N2CCN(C(=O)c3cc4c(-c5cccc(OC)c5)nn(C)c4s3)CC2)cc1
  PostGolgi yeast: 8
  PostGolgi ctrl: 12
COC(=O)c1ccc(Nc2cc(C)nc(-c3ccccc3O)n2)cc1
  PostGolgi yeast: 5
  PostGolgi ctrl: -5
COc1cccc(-c2nnc3sc(-c4cccs4)nn23)c1
  PostGolgi yeast: 2
  PostGolgi ctrl: 8
Cc1csc2ncc(C(=O)NCc3ccccn3)c(=O)n12
  PostGolgi yeast: 5
  PostGolgi ctrl: 7

The results go on:
SMILES	PostGolgi yeast	PostGolgi ctrl
COc1ccc2nc(NC(=O)C3CCN(S(=O)(=O)c4cnc[nH]4)CC3)sc2c1	4	-2
CCN1C(=O)c2ccccc2S(=O)c2ccc(C(=O)N3CCN(C(=O)c4ccco4)CC3)cc21 (centres undefined)	-1	2
C=CCN(C(=O)CCC(=O)Nc1cc(C)on1)C(C(=O)NC(C)(C)C)c1cccc(OC)c1OC (centres undefined)	7	6
CCc1ccc(N2CCN(C(=O)c3ccc(OC)c(OC)c3)CC2)cc1	-2	10
CCN1CCN(C(=O)c2cc3cc4cc(OC)ccc4nc3s2)CC1	-7	1
NC(=O)c1cc2ccc(O)cc2oc1=Nc1ccccc1	17	12
CCOC(=O)Cn1c(CN2CC(C)OC(C)C2)nc2c1c(=O)n(C)c(=O)n2C (centres undefined)	9	2
CS(=O)(=O)C1=C(O)C(=O)N(c2ccccc2)C1c1ccccc1 (centres undefined)	6	3
CCC(C)NC(=O)c1cnc2n(c1=O)CCS2 (centres undefined)	6	7
S=C(c1ccc(-c2ccccc2Cl)o1)N1CCOCC1	6	11
CCc1ccc(-c2nnn(Cc3nn[nH]n3)n2)cc1	1	6
O=C(CCNS(=O)(=O)c1cccc2nsnc12)NCCc1ccccc1	22	4
Cc1csc(NC(=O)CSc2nnc(Cc3cccn3C)n2CCc2ccccc2)n1	4	6
COc1ccc(-c2cnn(-c3ccccc3)c2N)cc1OC	-2	10
O=C(NCc1ccccn1)c1ccc2ccccc2n1	5	-4
COc1ccc(-c2nnc(SCc3ccccc3F)o2)cc1OC	-7	8
COc1ccc2cc(CCNC(=O)c3ccc(Br)o3)c(=O)[nH]c2c1	13	99*
CCC(C)(C)n1nnnc1C(CC(C)C)N1CCC(C(N)=O)CC1 (centres undefined)	-2	12
CCCCN(CCCC)S(=O)(=O)c1ccc(OC)c2ncccc12	2	13
CN1CCN(CCCNC(=O)c2cc3c(=O)oc4ccccc4c3s2)CC1	-5	-4
COC(=O)C(NC(C)=O)(Nc1ccc(Br)cn1)C(F)(F)F (centres undefined)	4	2
CCOc1ccccc1NC(=O)c1ccc2nccnc2c1	-15	-2
COc1ccc(N=c2scc(-c3ccc(S(=O)(=O)N4CCOCC4)cc3)n2CCCO)cc1	2	23
O=S1(=O)CCN2C(=N1)Sc1c2ccc2c1CCCC2	0	14
COc1cccc(-c2nn(C)c3sc(C(=O)Nc4ccc5c(c4)OCCO5)cc23)c1	-2	37*

Next compounds:
SMILES	PostGolgi yeast	PostGolgi ctrl
O=C(NCc1ccco1)c1cccc(S(=O)(=O)N2CCOCC2)c1	1	-2
CN(C)c1ncc(C(=O)O)cn1	0	3
COc1ccc2ccccc2c1CN1CCCC(CO)C1 (centres undefined)	0	3
CN1CC=C2C(C#N)=C(N)C(C#N)(C#N)C(CCc3ccccc3)C2C1 (centres undefined)	-5	-4
O=C(NCc1ccco1)c1nnc(Cc2ccc(F)cc2)o1	-5	-2
CC(C)CCNC(=O)CCS(=O)(=O)c1cccc2nonc12	-2	25
CCNC(=O)NC(=O)COc1ccccc1C#N	5	-1
CCOc1ccccc1-c1nn2c(Cc3ccccc3)nnc2s1	8	78*
COc1ccc(CCNC(=O)C2CCN(Cc3nc(-c4cccc(Cl)c4)oc3C)CC2)cc1OC	5	-5
CCN1CCc2c(sc3c2c(NCc2ccco2)nc2nnnn23)C1	6	-1
Cn1c(C(C#N)C(=O)c2ccco2)nc2ccccc21 (centres undefined)	0	6
CCOC(=O)c1c(C(=O)OCC)c(C)n(N2C(=O)CSC2=S)c1C	-10	-6
COc1cccc(C(=O)N(Cc2cc3cc(C)ccc3[nH]c2=O)CC2CCCO2)c1 (centres undefined)	-2	7
O=C(C1CCN(S(=O)(=O)c2cccc3cccnc23)CC1)N1CCN(c2ccccc2)CC1	-5	-8
CC1CCCCN1CCn1cnc2c([nH]c3ccccc32)c1=O (centres undefined)	-4	2
Cn1c(SCC2CCCCC2)nnc1-c1ccncc1	2	1
Cc1cc(O)cc(O)c1C(=O)Cc1cscn1	3	8
COCCOC(=O)C1=C(N)OC2=C(C(=O)CCC2)C1c1cccnc1 (centres undefined)	-3	-2
CC1CCN(C(=O)CSc2nc3c(cnn3-c3ccc(Cl)cc3)c(=O)[nH]2)CC1	-5	30
CCCNC(=O)c1ccc(SC)cc1OC	-8	18
Cc1cc(NC(=O)C2COc3ccccc3O2)no1 (centres undefined)	9	2
c1nc(N2CCCCC2)c2[nH]cnc2n1	-2	-4
CCC(C)(C)NC(=O)C(c1ccc(F)cc1)N(Cc1ccco1)C(=O)CCC(=O)Nc1ccccn1 (centres undefined)	-4	0
CCOC(=O)c1cccc(NC(=O)CSc2nc3ccccc3c(=O)n2CCOC)c1	-4	8
COc1cc2c(cc1OC)C(C(=O)N1CCCC1)C(c1ccccc1F)N(C)C2=O (centres undefined)	-3	-4

A few values from the list:
Reading for COc1cccc(C(=O)N(Cc2cc3cc(C)ccc3[nH]c2=O)CC2CCCO2)c1 (centres undefined) in PostGolgi ctrl: 7
Reading for CCOC(=O)c1cccc(NC(=O)CSc2nc3ccccc3c(=O)n2CCOC)c1 in PostGolgi ctrl: 8
Reading for CCN1CCc2c(sc3c2c(NCc2ccco2)nc2nnnn23)C1 in PostGolgi yeast: 6
Reading for c1nc(N2CCCCC2)c2[nH]cnc2n1 in PostGolgi ctrl: -4
Reading for O=C(NCc1ccco1)c1nnc(Cc2ccc(F)cc2)o1 in PostGolgi ctrl: -2

(further entries)
SMILES	PostGolgi yeast	PostGolgi ctrl
Cc1cc(C)c2cc(C(c3nnnn3C3CCCC3)N3CCOCC3)c(=O)[nH]c2c1 (centres undefined)	-1	4
Cc1ccc(N(C(=O)CCC(=O)Nc2cc(C)on2)C(C(=O)NC2CCCC2)c2ccncc2)cc1 (centres undefined)	-20	2
Cc1cccc(CS(=O)(=O)Cc2ccc(C(=O)NCCN3CCCCC3C)o2)c1 (centres undefined)	10	1
COc1cc(NC(=O)c2cccs2)c(C(=O)OCC(=O)NCc2ccco2)cc1OC	-1	10
O=S(=O)(c1ccccc1)c1nc(-c2ccco2)oc1NCc1cccnc1	-7	3
Cc1ccccc1-c1nn2c(-c3ccccc3)nnc2s1	5	41*
Cc1ccc(C(=O)OC2CCOC2=O)cc1NC(=O)c1ccco1 (centres undefined)	5	6
CCOc1ccccc1N1CCN(S(=O)(=O)CC)CC1	-6	-1
CCC(C)NC(=O)CSc1nc2ccc(N3CCOCC3)cc2c(=O)n1CCc1ccccc1 (centres undefined)	1	20
CCOC(=O)c1cnn(-c2nc(-c3ccccc3)nc3c2COC(C)(C)C3)c1N	-3	16
COC(=O)COc1ccc(S(=O)(=O)N2CCOCC2)cc1	3	-6
COc1cc(C)nc(Oc2ccc(/C=N/O)cc2)n1	7	0
c1ccc(CSc2nnc(-c3ccco3)c(-c3ccco3)n2)cc1	-7	21
COc1ccccc1-n1c(SCC(=O)Nc2ccc(F)cc2)nc2c(c1=O)SCC2	3	28
CC1(C)NC(=O)N(CC(O)COc2ccccc2C(=O)Nc2ccccc2)C1=O (centres undefined)	3	26
O=C(O)c1cc(-c2ccco2)nc2ccc(Br)cc12	4	27
Cc1nn(-c2ccccc2)c(Cl)c1C1C(C#N)=C(N)Oc2n[nH]c(C)c21 (centres undefined)	19	5
Clc1ccc(Cn2cc(/C=N/n3cnnc3)c3ccccc32)cc1	-4	42*

The list is partial; rates above refer to the full screens.
